# GIRK2 activator – GIRK2 channel activators by thallium flux; P48051; HEK293 GIRK2/NPY4 cells, thallium flux fluorescence; activation (% efficacy), % for hits at 37.5 µM; 34,000 tested, under 10 active; AID 1259324;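 active = primary screen hit, no activity in plain HEK293 cells, and in GIRK2-only cells above 5% efficacy rising with concentration; inactive = the rest, including fluorescent compounds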;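 also: efficacy is normalized control-subtracted fluorescence 15 s after thallium addition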
# Target sequence (P48051 whole entry, looked up): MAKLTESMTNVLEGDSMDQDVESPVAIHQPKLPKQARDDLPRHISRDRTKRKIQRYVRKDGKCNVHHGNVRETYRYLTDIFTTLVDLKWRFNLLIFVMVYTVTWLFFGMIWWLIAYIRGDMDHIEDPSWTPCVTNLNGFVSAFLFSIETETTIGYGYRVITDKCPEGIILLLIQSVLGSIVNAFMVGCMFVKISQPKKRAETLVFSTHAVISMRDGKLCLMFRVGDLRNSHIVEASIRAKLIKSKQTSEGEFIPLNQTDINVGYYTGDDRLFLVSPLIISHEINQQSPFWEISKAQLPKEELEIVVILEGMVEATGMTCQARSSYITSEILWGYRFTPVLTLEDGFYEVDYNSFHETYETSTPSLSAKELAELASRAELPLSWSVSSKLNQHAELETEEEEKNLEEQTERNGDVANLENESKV
# Calls only; i = inactive.
entry | structure | GIRK2 activator
1 | O=C(Cc1ccc(NC(=O)C2CC(=O)N(c3ccc(F)cc3)C2)cc1)NCC(F)(F)F (configuration not stated) | i
2 | CC(C)c1cc(NCCN(C)C)n2ncc(-c3ccccc3)c2n1 | i
3 | Cc1ccc(NC(=O)C(=O)NCC2CCN(C(=O)c3cc4ccccc4o3)CC2)cc1F | i
4 | COc1ccc(Cl)cc1NC(=O)CSc1ccc(NC(=O)C2CC2)nn1 | i
5 | O=C(Nc1cccnc1)c1ccc(=O)n(Cc2cccc([N+](=O)[O-])c2)c1 | i
6 | CCCOc1ccc(S(=O)(=O)Nc2ccc(CC(=O)N3CCCC3)cc2)cc1 | i
7 | O=C(NC1CCCCC1N1C(=O)CSC1=O)c1ccccc1C(F)(F)F (configuration not stated) | i
8 | CC(=O)c1ccc(N2CCN(C(=O)c3snc(-c4cccc(F)c4)c3N)CC2)cc1 | i
9 | O=C(NCCC1=CCCCC1)C(=O)NCCn1nc(-c2ccco2)ccc1=O | i
10 | COc1cccc(NC(=O)c2cc3c(=O)n4cc(C)ccc4nc3n2C)c1 | i
11 | O=C(NCc1ccccn1)c1ccc(S(=O)(=O)NC2CCCC2)cc1 | i
12 | O=C(NCCOc1ccccc1)C1CN(c2nc3c(F)cccc3s2)C1 | i
13 | N#C/C(=C\N1CCCC1)C(=O)Nc1cccc(Cl)c1 | i
14 | O=C(CCc1ccccc1)NCCn1ncc2c(N3CCCC3)ncnc21 | i
15 | Cc1cn2c3c(=O)[nH]c(=O)n(C)c3nc2n1CCCN1CCOCC1 | i
16 | COc1ccc2nc(N3CC(C(=O)Nc4ccon4)C3)sc2c1 | i
17 | O=C(NCCS(=O)(=O)N1CCN(Cc2ccccc2)CC1)c1c(F)cccc1F | i
18 | COc1ccc(S(=O)(=O)NCC#CCN2CCc3ccccc3C2)cc1C | i
19 | Cc1cc(NC(=O)C(=O)c2c[nH]c3ccccc23)n(-c2nc(-c3cccs3)cs2)n1 | i
20 | Cc1nc2c(-c3ccccc3)cnn2c(NCCN(C)C)c1C | i
21 | Cc1nc2sccn2c(=O)c1NC(=O)C(C)Oc1ccccc1F (configuration not stated) | i
22 | COc1ccc(-c2csc(-n3nc(C)cc3NC(=O)c3cccs3)n2)cc1OC | i
23 | COc1ccccc1OCC(=O)NCC(c1ccc(C)cc1)N1CCOCC1 (configuration not stated) | i
24 | O=C(NCC1CCN(S(=O)(=O)C2CC2)CC1)c1ccc(Cl)s1 | i

# Seven entries drawn at random from those above, as already listed:
entry | structure | GIRK2 activator
17 | O=C(NCCS(=O)(=O)N1CCN(Cc2ccccc2)CC1)c1c(F)cccc1F | i
21 | Cc1nc2sccn2c(=O)c1NC(=O)C(C)Oc1ccccc1F (configuration not stated) | i
22 | COc1ccc(-c2csc(-n3nc(C)cc3NC(=O)c3cccs3)n2)cc1OC | i
20 | Cc1nc2c(-c3ccccc3)cnn2c(NCCN(C)C)c1C | i
19 | Cc1cc(NC(=O)C(=O)c2c[nH]c3ccccc23)n(-c2nc(-c3cccs3)cs2)n1 | i
18 | COc1ccc(S(=O)(=O)NCC#CCN2CCc3ccccc3C2)cc1C | i
24 | O=C(NCC1CCN(S(=O)(=O)C2CC2)CC1)c1ccc(Cl)s1 | i

# Other compounds follow:
entry | structure | GIRK2 activator
25 | COc1cc(-c2noc(C3CC(=O)N(c4ccc5c(c4)OCO5)C3)n2)cc(OC)c1OC (configuration not stated) | i
26 | Cc1cccc2sc(N(CC3CCCO3)C(=O)C3CCCCN3S(C)(=O)=O)nc12 (configuration not stated) | i
27 | COc1cccc(C(CNS(=O)(=O)c2ccc([N+](=O)[O-])cc2)N2CCOCC2)c1 (configuration not stated) | i
28 | O=C(Cc1ccc(NS(=O)(=O)c2ccc(OC(F)(F)F)cc2)cc1)N1CCC(O)CC1 | i
29 | CNc1nn(CC(=O)Nc2cc(C)c(Cl)cc2OC)c(N)c1-c1nc(-c2ccccc2C)no1 | i
30 | O=C1CCCN1c1ccc(NS(=O)(=O)c2cccc([N+](=O)[O-])c2)cc1 | i
31 | COc1cccc(-c2nc(CSc3n[nH]c(=O)c4cc(-c5cccs5)nn34)c(C)o2)c1OC | i
32 | COc1cccc2cc(C(=O)N3CCNC(=O)C3C)oc12 (configuration not stated) | i
33 | O=C(NCc1ccncc1)C(=O)NCc1ccccc1Cl | i
34 | CC1CCCCN1c1ccc(N2CCN(C(=O)/C=C/c3ccccc3)CC2)nn1 (configuration not stated) | i
35 | O=S(=O)(c1cccc(Cl)c1)N1CCN(c2ccc(-c3ccco3)nn2)CC1 | i
36 | COc1ccc(NC(=O)Nc2ccc(Nc3ccc(-n4nc(C)cc4C)nn3)cc2)cc1 | i
37 | COc1cc(NC(=O)Cn2nc(SC)c(-c3nc(-c4ccccc4)no3)c2N)cc(OC)c1 | i
38 | O=C(Cc1csc(SCC(=O)c2cccs2)n1)NC1CCCC1 | i
39 | Cn1nc(-c2cccc(NC(=O)c3cccnc3)c2)ccc1=O | i
40 | Cc1cc(C(=O)N2CC(C(=O)NCc3nc4ccccc4[nH]3)C2)no1 | i
41 | CC1CCCN(/C=C(\C#N)C(=O)Nc2cccc(Cl)c2)C1 (configuration not stated) | i
42 | Cc1ccc(NC(=O)c2cccc(N3C(=O)C(C)CS3(=O)=O)c2)cc1Cl (configuration not stated) | i
43 | COc1ccccc1-c1ccc(N2CCN(C(=O)CC3CCCC3)CC2)nn1 | i
44 | COc1ccc(C)c2sc(N(Cc3cccnc3)C(=O)c3ccnn3C)nc12 | i
45 | CCCCC(=O)Nc1cccc(Oc2ccc(C)nn2)c1 | i
46 | COc1ccc(-c2ccc(=O)n(CCCNS(=O)(=O)c3ccc(F)cc3)n2)cc1 | i
47 | O=C(c1ccc2ncsc2c1)N1CCC(Cn2cnc3ccccc32)CC1 | i
48 | CCOC(=O)c1ccccc1NC(=O)CCCn1nc(-c2ccc(Cl)cc2)ccc1=O | i
49 | Cc1ccnc(C(=O)Nc2ccc(Nc3ccc(-n4nc(C)c(C)c4C)nn3)cc2)n1 | i
50 | CCOC(=O)c1c(SCC(=O)NCC2CCCO2)nc(=O)[nH]c1C (configuration not stated) | i
51 | Cc1ccc(S(=O)(=O)/C(C#N)=C/N2CCN(C)CC2)cc1C | i
52 | CCOc1ccc(N2CCCCn3c2nc2c3c(=O)n(CC)c(=O)n2C)cc1 | i
53 | CN1CCC(CNC(=O)C(=O)NC2CCCC2)CC1 | i
54 | CNC(=O)Cc1csc(SCC(=O)c2ccccc2)n1 | i
55 | CC(C)C(=O)Nc1ccc(SCC(=O)Nc2nc3ccccc3s2)nn1 | i
56 | CCCCOc1ccc(C(=O)Nc2cc(-c3ccco3)nn2-c2nc(C)c(C)c(=O)[nH]2)cc1 | i
57 | CC(C)C(=O)N1CCCc2ccc(NC(=O)C(=O)NC3CCCCCC3)cc21 | i
58 | CC(C)(C)OC(=O)Cn1nc2ccc(S(=O)(=O)N3CCCCC3)cn2c1=O | i
59 | O=C(CCNS(=O)(=O)c1ccc(Br)cc1)NC1CCCC1 | i
60 | NC(=O)c1ccccc1NC(=O)C1CN(c2nc3c(C(F)(F)F)cccc3s2)C1 | i
61 | O=C(NCC1CCN(C2CCCC2)CC1)C1CC1 | i
62 | Cc1cc(NC(=O)Cc2cccs2)n(-c2nc(-c3ccccc3)cs2)n1 | i
63 | CCCCOC(=O)Nc1cc(C)c(Cl)cc1OC | i
64 | O=c1ccc(-c2ccc(Cl)cc2)nn1Cc1cccc(Cl)c1 | i
65 | CS(=O)(=O)N1CCCC(C(=O)Nc2ccc(F)cc2F)C1 (configuration not stated) | i
66 | Cc1nnsc1C(=O)N1CCC(CNS(=O)(=O)Cc2ccccc2)CC1 | i
67 | COc1ccc(CNC(=O)/C(C#N)=C/N2CCN(C)CC2)cc1 | i
68 | O=C(NCC(O)c1ccc(C(F)(F)F)cc1)c1ccco1 (configuration not stated) | i
69 | COC(=O)N1CCC(CNC(=O)CN2C(=O)CCC2=O)CC1 | i
70 | CN(C)S(=O)(=O)NCCn1nc(-c2ccccc2)n(C)c1=O | i
71 | Cn1cccc1CN(C1CC1)S(=O)(=O)c1ccccc1 | i
72 | O=C(NCC1CCN(C(=O)c2ccccc2F)CC1)Nc1ccccc1Cl | i

# Given with each value named: 4 of the compounds above.
66. Cc1nnsc1C(=O)N1CCC(CNS(=O)(=O)Cc2ccccc2)CC1
  GIRK2 activator: i
67. COc1ccc(CNC(=O)/C(C#N)=C/N2CCN(C)CC2)cc1
  GIRK2 activator: i
68. O=C(NCC(O)c1ccc(C(F)(F)F)cc1)c1ccco1 (configuration not stated)
  GIRK2 activator: i
69. COC(=O)N1CCC(CNC(=O)CN2C(=O)CCC2=O)CC1
  GIRK2 activator: i

# Carrying on.
entry | structure | GIRK2 activator
73 | COC(=O)C1CCN(C(=O)c2nn(-c3ccc(F)cc3)cc2OC)CC1 | i
74 | CN(CCC#N)C(=O)c1ccc(S(=O)(=O)NCc2cccnc2)o1 | i
75 | COc1cccc(C(CNC(=O)c2cc(OC)c(OC)c(OC)c2)N2CCOCC2)c1 (configuration not stated) | i
76 | CCOC(=O)c1ccccc1NC(=O)CSc1c(C)cnc2c1c(=O)n(C)c(=O)n2C | i
77 | CCCN1C(=O)CCc2cc(NC(=O)c3ccc(OC)cc3)ccc21 | i
78 | COc1ccccc1NC(=O)N1CCC2(CC1)OCCN2S(=O)(=O)c1ccc(C)cc1 | i
79 | CN1C(=O)N(C)C2(CCN(C(=O)c3ccc(-c4ccccc4)cc3)CC2)C1=O | i
80 | COc1ccc(C)cc1S(=O)(=O)Nc1ccc(N2CCCCC2=O)cc1 | i
81 | O=C(c1cccs1)N1CC(C(=O)N2CCN(c3cccc(C(F)(F)F)c3)CC2)C1 | i
82 | CC(C)Cn1c(N)c(C(=O)NCc2cccs2)c2nc3ccccc3nc21 | i
83 | Cc1ccc(-n2ncc3c2ncn2nc(-c4ccccc4O)nc32)cc1C | i
84 | O=C(CSc1ccc(Cl)cc1)Nc1ccc2ncsc2c1 | i
85 | O=S(=O)(c1cccnc1)N1CCN(c2ccc(-c3ccc(F)cc3)nn2)CC1 | i
86 | Cc1cc(C)n(CCN2CCN(S(=O)(=O)c3cccc(Cl)c3C)CC2)n1 | i
87 | O=C(NCCCN1CCOC(c2ccccc2)C1)c1cc2ccccc2oc1=O (configuration not stated) | i
88 | Cc1cc(NC(=O)COc2ccc(-c3nnc(C)o3)cc2)no1 | i
89 | O=C(Nc1nccs1)c1csc(Nc2cccc(Cl)c2)n1 | i
90 | O=C(NCC(=O)N1CCOC(c2ccccc2)C1)C(=O)Nc1ccc2c(c1)OCCO2 (configuration not stated) | i
91 | O=C(CSc1nc(-c2ccccc2)c(NC(=O)C2CCCC2)s1)NC1CC1 | i
92 | O=C(COc1ccccc1F)NC1CCCCC1N1C(=O)CSC1=O (configuration not stated) | i
93 | CCCCn1cnc2c(-c3ccccc3)cn(CC(=O)NC3CCCC3)c2c1=O | i
94 | NC(=O)CSc1nc(-c2ccccc2)c(NC(=O)COc2ccccc2)s1 | i
95 | COc1ccc(NC(=O)CCc2c(C)nn(-c3nc(C)cc(=O)[nH]3)c2C)cc1OC | i
96 | O=C(CSc1nnc(CCn2ccc(=O)[nH]c2=O)o1)NCc1ccccc1Cl | i
97 | COc1ccc(C)c2sc(N(Cc3ccccn3)C(=O)c3ccno3)nc12 | i
98 | COc1cc(COCC2CCN(C(=O)C3CC3)CC2)cc(OC)c1 | i
99 | CCOC(=O)N1CCN(C(=O)CSc2nnc(-c3ccncc3)o2)CC1 | i
100 | CN(C)S(=O)(=O)c1ccc(C(=O)Nc2ccc3ncsc3c2)cc1 | i
101 | Cc1[nH]c(=O)[nH]c(=O)c1CC(=O)N1CCN(c2ccccc2)CC1 | i
102 | CCOc1ccc(-c2ccc(=O)n(CC(=O)N3CCOCC3)n2)cc1 | i
103 | Cc1ccc(S(=O)(=O)N2CCCc3ccc(NS(=O)(=O)c4ccc(F)cc4)cc32)cc1 | i
104 | CCCOc1cn(-c2ccc(F)cc2)nc1C(=O)N1CCC(C(N)=O)CC1 | i
105 | O=C(NCC1CCN(C2CCCC2)CC1)Nc1ccccc1Cl | i
106 | O=C(CN(Cc1ccc(Cl)cc1)S(=O)(=O)c1cccnc1)Nc1ccccc1 | i
107 | O=C(NCC1CCN(c2ccccn2)CC1)Nc1cccs1 | i
108 | Cc1cc(NC(=O)C2CCCN2S(=O)(=O)c2ccc(F)cc2)on1 (configuration not stated) | i
109 | COCCNC(=O)Cn1cnc2c(nnn2C)c1=O | i
110 | COCCNS(=O)(=O)c1ccc(-c2ccc(C)cc2)cc1 | i
111 | COc1ccccc1NC(=O)c1cccc(N2C(=O)C(C)CS2(=O)=O)c1 (configuration not stated) | i
112 | COc1ccc(S(=O)(=O)NCC(O)(c2ccccc2)C(F)(F)F)cc1Cl (configuration not stated) | i
113 | COCCN1COc2ccc3c(=O)c(-c4ccc(OC)c(OC)c4)c(C)oc3c2C1 | i
114 | COc1ccc(Nc2cc(C)nc(NCCNC(=O)Nc3ccccc3F)n2)cc1 | i
115 | O=C(NCC1CCN(C(=O)c2ccccc2F)CC1)c1nc2ccccc2s1 | i
116 | Cc1nn(C2CCS(=O)(=O)C2)c2nc(-c3ccccc3)cc(C(=O)NCCCn3ccnc3)c12 (configuration not stated) | i
117 | CCCc1ccc(C(=O)NCc2ccsc2)cc1 | i
118 | O=C1CCc2cc(S(=O)(=O)N3CCCC3)cc3c2N1CC3 | i
119 | Cc1cc(C)c(S(=O)(=O)Nc2ccc(F)cc2)c(C)c1N(C)S(C)(=O)=O | i
120 | CCCNC(=O)CSc1cc(N2CCOCC2)ncn1 | i
121 | O=C(CCCn1c(=S)[nH]c2ccc(Br)cc2c1=O)NCCc1ccccc1 | i
122 | COc1ccccc1OCCn1c(CN(C)C(=O)c2ccco2)nc2ccccc21 | i
123 | CCC1=C(C(=O)OC)C(c2ccc(OC)cc2OC)n2ncnc2N1 (configuration not stated) | i
124 | Cc1ccc(S(=O)(=O)NCCNc2ccc(Nc3cccc(C)n3)nn2)c(C)c1 | i
125 | CCOCCn1c(=NC(=O)c2cc(C)no2)sc2cc(C)ccc21 | i
126 | CC1CCN(CC(O)COc2ccc(C(=O)c3ccccc3)cc2)CC1 (configuration not stated) | i
127 | COCCN1COc2ccc3cc(-c4ccc(OC)c(OC)c4)c(=O)oc3c2C1 | i
128 | COCCN1CCC(CNC(=O)C(=O)NCc2cccs2)CC1 | i
129 | CCSc1nnc(NC(=O)C2(c3cc(-c4cccs4)on3)CC2)s1 | i

# Assay outcomes: PubChem, Vanderbilt University

# This is a subset; count on the stated rates, not on these rows.
